CHO-K1 Ca ag: counter-screen for M1 agonists: effect in parental CHO-K1 cells | Fluo-8 calcium fluorescence; scaled to maximal ATP response, vehicle zero | activation, % at 3 µM | actives 0.48% (n = 360,000) | AID 602248, 2012; in the data active means activation above about 15%;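 further: untransfected CHO-K1 host cells lacking M1 receptor as counterscreen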
M1 PAM parental: nonselective calcium activators in parental CHO-K1 cells, primary screen, counter-screen for M1 PAM project, cell-based, Fluo-8 calcium fluorescence, full deck, 1536-well. ATP EC20; 0% at ATP EC20, 100% at ATP max. activation, % at 3 µM. actives 0.02% (n = 360,000). AID 602247, 2012;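 active means activation above the run cutoff, the mean activation of all test compounds plus 3 SD, cut at about 40% in these data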;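 further: peak over basal fluorescence ratio in a 140 s read after ATP addition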
M5 antag: human M5 muscarinic receptor antagonists, primary screen, CHO cells, Fluo-8 calcium fluorescence; CHO-hM5 cells, ACh EC80; actives 0.59% (n = 360,000); Muscarinic acetylcholine receptor M5 (Homo sapiens), P08912; inhibition, % at 3 µM;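 active means inhibition above a per-plate cutoff, the mean of that plate's test compounds plus 3 SD, cut at about 27% in these data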;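 further: 0% = acetylcholine EC80 with DMSO and 100% = DMSO without agonist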
Target sequence (P08912 whole entry, looked up): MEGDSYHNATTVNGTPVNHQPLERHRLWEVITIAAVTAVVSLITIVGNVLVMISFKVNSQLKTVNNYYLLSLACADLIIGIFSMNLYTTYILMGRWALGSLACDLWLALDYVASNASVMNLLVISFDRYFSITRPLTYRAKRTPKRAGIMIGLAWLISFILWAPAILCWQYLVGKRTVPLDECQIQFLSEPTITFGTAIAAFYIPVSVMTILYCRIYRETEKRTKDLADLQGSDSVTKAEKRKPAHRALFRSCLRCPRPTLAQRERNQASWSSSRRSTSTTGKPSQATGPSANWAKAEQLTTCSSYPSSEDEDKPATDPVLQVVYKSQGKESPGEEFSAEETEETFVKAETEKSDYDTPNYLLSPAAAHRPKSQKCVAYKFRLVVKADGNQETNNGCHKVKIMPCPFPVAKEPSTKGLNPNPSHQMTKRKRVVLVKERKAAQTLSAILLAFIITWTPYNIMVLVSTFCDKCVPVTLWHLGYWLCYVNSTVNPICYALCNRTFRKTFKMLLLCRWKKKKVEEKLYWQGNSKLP
CHRM4 agonist: human M4 muscarinic receptor agonists, primary screen, CHO-K1 cells, Fluo-8 calcium fluorescence; CHO-K1 hM4/Gqi5; vehicle 0%, full acetylcholine response 100%; actives 0.14% (n = 360,000); activation, % at 3 µM; Muscarinic acetylcholine receptor M4 (Homo sapiens), P08173;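 active means activation above the run mean over all test wells plus 3 SD, cut at about 32% in these data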;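 further: peak over basal fluorescence ratio per well then scaled between controls; 0% = DMSO wells and 100% = acetylcholine at EC100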
Target sequence (P08173 whole entry, looked up): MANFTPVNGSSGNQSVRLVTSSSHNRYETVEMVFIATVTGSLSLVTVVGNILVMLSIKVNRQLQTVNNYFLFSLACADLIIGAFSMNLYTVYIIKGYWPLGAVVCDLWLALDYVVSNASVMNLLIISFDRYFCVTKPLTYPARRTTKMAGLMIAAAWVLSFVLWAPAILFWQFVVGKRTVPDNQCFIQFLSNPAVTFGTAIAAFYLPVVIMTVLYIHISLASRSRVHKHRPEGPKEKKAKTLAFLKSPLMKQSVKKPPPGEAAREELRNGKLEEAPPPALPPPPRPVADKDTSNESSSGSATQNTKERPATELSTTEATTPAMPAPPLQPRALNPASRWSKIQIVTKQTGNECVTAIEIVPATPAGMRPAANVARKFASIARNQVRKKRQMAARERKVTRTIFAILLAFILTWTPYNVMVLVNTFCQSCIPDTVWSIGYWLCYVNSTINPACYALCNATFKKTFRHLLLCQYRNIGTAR
CHRM4 PAM: human M4 muscarinic receptor positive allosteric modulators, primary screen, CHO-K1 cells, Fluo-8 calcium fluorescence. Muscarinic acetylcholine receptor M4 (Homo sapiens), P08173. CHO-K1 hM4/Gqi5, ACh EC20; 0% = ACh EC20, 100% = maximal ACh. activation, % at 3 µM. actives 0.4% (n = 360,000);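 active means activation above its plate's cutoff, the mean activation of sample wells plus 3 SD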; further: some results filed as inactive read as strong as hits
CHRM5 agonist: human M5 muscarinic receptor agonists, primary screen, CHO-K1 cells, Fluo-8 calcium fluorescence; Muscarinic acetylcholine receptor M5 (Homo sapiens), P08912; CHO-K1 hM5 cells; 0% DMSO wells, 100% maximal acetylcholine response; activation, % at 3 µM; actives 0.19% (n = 360,000);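 active means activation above the run's mean over test compounds plus 3 SD, cut at about 23% in these data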;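 further: signal is peak over basal fluorescence ratio across the kinetic read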
CHRM4 antagonist: human M4 muscarinic receptor antagonists, primary screen, CHO cells, Fluo-8 calcium fluorescence; Muscarinic acetylcholine receptor M4 (Homo sapiens), P08173; CHO-hM4 cells, ACh EC80; inhibition, % at 3 µM; actives 0.73% (n = 360,000); AID 624125, 2012;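 active means inhibition above its plate's cutoff, the mean inhibition of sample wells plus 3 SD, cut at about 27% in these data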;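 further: 0% = acetylcholine EC80 with DMSO and 100% = DMSO without agonist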
CHRM5 PAM: human M5 muscarinic receptor positive allosteric modulators, primary screen, CHO-K1 cells, Fluo-8 calcium fluorescence; Muscarinic acetylcholine receptor M5 (Homo sapiens), P08912; CHO-K1 hM5, ACh EC20 PAM; 0% = ACh EC20, 100% = ACh EC100; activation, % at 3 µM; actives 0.3% (n = 360,000); AID 624038, 2012;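 active means activation above the run cutoff, the mean activation of all test compounds plus 3 SD, cut at about 18% in these data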
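Measured by: Fluo-8 calcium fluorescence; material: human M5 receptor in CHO-K1 cells; schedule: Post-acetylcholine fluorescence recording 140 s; benchmarks: low control EC20 acetylcholine (0%), high control EC100 acetylcholine (100%); read-out: Max/basal fluorescence ratio as % of EC20–EC100 ACh window; compound: single dose, 3 µM nominal final test concentration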
CHO-K1 Ca antag: counter-screen for M1 antagonists: effect in parental CHO-K1 cells | inhibition, % at 3 µM | ATP-induced calcium, Fluo-8 fluorescence | actives 0.6% (n = 360,000);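 active means inhibition above a per-plate cutoff, the plate's mean sample inhibition plus 3 SD, cut at about 24% in these data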;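 further: 0% = DMSO plus EC80 ATP and 100% = DMSO alone without ATP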
* hit, by the source's call.

SMILES	CHO-K1 Ca ag	M1 PAM parental	M5 antag	CHRM4 agonist	CHRM4 PAM	CHRM5 agonist	CHRM4 antagonist	CHRM5 PAM	CHO-K1 Ca antag
c1ccc2c(c1)ccc1[nH]c3c(c12)CCCC3	-0.1	-5	-1	0	7	-2	-8	16	0
CCCn1nnnc1NCc1ccc(SC)cc1	-0.5	-9	-4	-2	-2	2	5	4	5
Cc1ccc2c(C(=O)CN3CC(C)CC(C)C3)c(C)[nH]c2c1 (stereo unspecified)	1.6	9	10	3	10	-2	-15	-3	-16
CSc1sc(-c2ccnc(SCCS(C)(=O)=O)n2)c(-c2ccccc2)c1C#N	0.1	12	0	1	1	-1	-1	6	-4
COc1ccc(CNC(=O)/C=C/C(=O)O)cc1	0.0	-1	8	0	-17	2	6	-3	-3
CCCN1CCN(CCCNC(=S)Nc2ccc3nc(N4CCN(CC)CC4)cc(C)c3c2)CC1	0.2	10	-9	0	-9	-4	0	2	-15
CCOc1ccc(NC(=O)c2cc(C)nc3ccccc23)cc1	0.0	4	-3	1	3	-2	1	-1	-1
CCOC(=O)c1c(C)[nH]c(C(=O)CSc2nnc(Nc3ccccc3F)s2)c1C	0.2	24	6	1	3	-1	-2	-2	-2
CCN(Cc1ccccc1)CC(O)COC(c1ccc(OC)cc1)c1ccc(OC)cc1 (stereo unspecified)	4.3	5	14	3	-6	-5	-7	-4	-7
CCOC(=O)C1CCCN(Cc2c(Cl)cccc2Cl)C1 (stereo unspecified)	-0.1	22	0	-2	1	-2	-6	3	-18
Cc1cc(NC(=O)CNC(=O)C2CCCCC2)no1	0.4	18	-6	0	12	1	-2	5	-7
COC(=O)C1CCN(C2CN(C3CCCCC3)S(=O)(=O)C2)CC1 (stereo unspecified)	0.1	-7	3	0	8	2	-8	1	21
Clc1ccc(-c2nnc3sc(-c4ccc(Br)o4)nn23)cc1	6.5	6	20	1	0	-1	13	-4	17
CC(C)OCCCNC(=O)c1cn(C)c2ccc(S(=O)(=O)N(C)C3CCCCC3)cc2c1=O	2.6	34	1	3	-3	-3	2	3	-13
O=C(Cn1cnc2c(OCc3ccccc3)ncnc21)NCCc1c[nH]c2ccccc12	2.1	-4	6	5	1	2	4	1	-5
COc1cccc(C=CC(=O)C=CC=Cc2ccccc2)c1	0.8	18	21	1	1	0	-2	4	-9
CCN(CC)c1nc2n(c(=S)n1)CCS2	-0.1	5	-4	0	-5	0	6	-2	-2
CCc1ccc(CNC(=O)C(=O)NCCc2ccc(OC)c(OC)c2)cc1	-0.1	25	-7	0	4	-12	-8	-4	-9
CC(=O)Nc1ccc(NC(=O)c2ccc3sc([C@H]4C[C@H](O)[C@@H](CO)O4)nc3c2)cc1	0.6	19	4	0	6	1	10	-1	-2
COc1ccc(N(CC(=O)Nc2ccc3c(c2)OCCO3)S(=O)(=O)c2c(C)nn(C)c2C)cc1	1.9	-5	2	6	-7	-2	-1	-7	-3
COc1cc(S(=O)(=O)N2CCN(c3ccccc3F)CC2)c(OC)cc1Cl	0.6	19	0	0	0	-8	0	-2	-14
CCCn1c(NC(=O)c2ccc(C)cc2)nc2ccccc21	-0.3	20	-9	-1	-1	-4	5	4	-12
CCOC(=O)Cc1cc(=O)n2[nH]c(-c3ccccc3)cc2n1	0.1	14	-5	0	-6	2	0	6	-6
Cc1ccc(S(=O)(=O)N2CCC(=O)N(CCOC(=O)Nc3cccc(Cl)c3)CC2)cc1	1.9	-8	-86	10	9	12	0	30*	-6
O=C(CS(=O)(=O)c1ccccc1)Nc1ccccc1Br	0.4	12	4	1	2	2	1	5	-11
CC1(C)Cc2c(ccc3ccccc23)/C(=C/C#N)N1	0.1	-5	-7	0	2	6	-13	8	-15
C=C(C(=O)c1ccccc1)C(C)C(=C)C(=O)c1ccccc1	-0.2	3	14	-2	17	-2	-2	-5	3
CSc1c(CC(=O)Nc2ccccc2C(F)(F)F)n(Cc2ccccc2)c2ccccc12	0.4	25	-4	0	3	-2	-12	2	-9
CCOC(=O)N1CCN(C(=O)CSc2nc3nc(C)cc(C)n3n2)CC1	0.2	-11	8	1	1	3	4	-1	-11
Cc1cccc(/C=C/c2onc(C)c2S(=O)(=O)N2CCC(C(=O)NC(C)(C)C)CC2)c1	-0.2	5	-7	1	2	-1	-6	0	-4
NC(=O)CSC1=Nc2ccccc2C2=NC(c3ccccc3)C(=O)N12 (stereo unspecified)	-0.1	6	6	1	19	-1	3	-4	5
CC1(C)Nc2ccccc2N(Cc2ccc([N+](=O)[O-])cc2)C1=O	1.3	18	-12	2	7	-1	-10	1	-1
O=C(CCc1nnc2ccc(NCc3ccccc3Cl)nn12)NC1CCCCC1	0.1	0	-7	1	-3	-3	-12	4	-11
Cc1ccc(OCC(=O)Nc2ccc3c(c2)OCCO3)cc1C	-0.1	14	10	1	15	0	-7	6	7
Cc1ccc(S(=O)(=O)NCC(=O)OCc2cc(=O)oc3c(C)c(C)ccc23)cc1C	0.0	-9	12	4	-5	-4	4	3	1
CC1Cc2ccccc2N1C(=O)CN1CCN(S(=O)(=O)c2ccc3c(c2)OCCCO3)CC1 (stereo unspecified)	-0.5	-5	6	2	3	0	0	-7	5
COc1ccc(CN=C(C)c2c(C(F)(F)F)[nH]n(-c3nc4ccccc4s3)c2=O)cc1	-0.2	-5	0	0	6	2	0	-3	-2
CCOc1ccc2nc(NC(=O)c3ccc(OC)c(S(=O)(=O)N4CCOCC4)c3)sc2c1	0.2	17	0	4	0	1	-7	-2	0
Cc1nn(CC(=O)Nc2ccc3c(c2)oc2ccccc23)c(=O)c2ccccc12	-0.1	-26	-2	0	-6	-1	3	-9	16
Cc1cccc(C)c1OCc1cc(C(=O)NC2CCC2)no1	0.0	17	-6	-1	8	-8	-20	3	-3

In another format: 2 of the compounds above.
smiles: CCCn1c(NC(=O)c2ccc(C)cc2)nc2ccccc21
  CHO-K1 Ca ag: -0.3; M1 PAM parental: 20; M5 antag: -9; CHRM4 agonist: -1; CHRM4 PAM: -1; CHRM5 agonist: -4; CHRM4 antagonist: 5; CHRM5 PAM: 4; CHO-K1 Ca antag: -12
smiles: CC1Cc2ccccc2N1C(=O)CN1CCN(S(=O)(=O)c2ccc3c(c2)OCCCO3)CC1 (stereo unspecified)
  CHO-K1 Ca ag: -0.5; M1 PAM parental: -5; M5 antag: 6; CHRM4 agonist: 2; CHRM4 PAM: 3; CHRM5 agonist: 0; CHRM4 antagonist: 0; CHRM5 PAM: -7; CHO-K1 Ca antag: 5

The list continues:
SMILES	CHO-K1 Ca ag	M1 PAM parental	M5 antag	CHRM4 agonist	CHRM4 PAM	CHRM5 agonist	CHRM4 antagonist	CHRM5 PAM	CHO-K1 Ca antag
CC(C)NS(=O)(=O)c1ccc(OCC(=O)Nc2ccc3c(c2)OCCO3)cc1	1.6	25	0	1	1	-1	-3	-1	-8
Cc1ccc(NS(=O)(=O)c2c(C)nc3sccn3c2=O)cc1C	2.9	21	1	6	1	-2	-3	0	6
CCCCN(CCCNC(=O)CN1C(=O)COc2ccc(S(=O)(=O)N3CCC(C)CC3)cc21)Cc1ccccc1	0.0	6	3	0	-5	-6	3	1	-3
COc1ccccc1CC(=O)N(Cc1ccccc1)c1cccc(C)c1	0.4	-5	6	4	-4	-4	3	-1	-2
O=C(CN1C(=O)c2ccccc2S1(=O)=O)NCCSCc1cccc(Cl)c1	1.8	-10	8	4	4	0	-10	0	4
Cc1ccc(-c2noc(C3CCN(S(=O)(=O)c4ccc5c(c4)OCCO5)CC3)n2)o1	8.8	13	-2	7	-11	2	4	-6	8
Cc1ccc(C(=O)Cn2c(NCCO)nc3ccccc32)cc1	0.6	12	2	2	8	-1	-8	4	-1
Cc1ccnc(NC(=O)c2ccc(S(=O)(=O)N3CCCC3)cc2)c1	0.2	-5	6	1	-2	0	8	0	8
CCCCC(CC(O)COCCC)c1n[nH]c(=S)n1-c1ccccc1 (stereo unspecified)	0.8	16	-3	8	10	1	-3	-4	-8
NNC(=O)c1ccc(N2CCc3ccccc32)c([N+](=O)[O-])c1	0.1	-5	7	1	-9	6	6	-4	12
O=c1[nH]c(-c2ccccc2)nn1-c1ccc(Br)cc1Br	0.1	21	-14	1	-3	3	-7	-11	-10
COc1ccc(-n2c(SCC(=O)Nc3ccc(NC(C)=O)cc3)nc3c([nH]c4ccccc43)c2=O)cc1OC	1.3	9	11	0	6	-3	1	1	-3
O=C(COC(=O)C1CCN(S(=O)(=O)c2ccc(Cl)c(C(F)(F)F)c2)CC1)NCC1CCCO1 (stereo unspecified)	-0.5	-9	-4	1	0	0	-9	1	2
Cc1ccc(-n2c(O)c(C=Nc3ccc4c(c3)OCO4)c3ccccc3c2=O)cc1C	-0.3	10	-16	0	6	-3	-23	13	-18
CCCCN1CC2([N+](=O)[O-])C=CC(=O)C([N+](=O)[O-])(C1)C2CC(=O)c1ccccc1 (stereo unspecified)	1.9	18	0	4	4	0	-18	-7	-14
Nc1ccc(NC2C[C@@H](C(=O)O)NC2=O)cc1 (stereo partly specified)	-0.2	1	-4	1	6	0	-7	3	8
O=C(Oc1ccccc1)N1CCN(c2ccc(F)cc2)CC1	8.1	19	-3	2	5	-1	-9	-4	-3

By substructure, the compounds so far containing an NH in an aromatic ring.
SMILES	CHO-K1 Ca ag	M1 PAM parental	M5 antag	CHRM4 agonist	CHRM4 PAM	CHRM5 agonist	CHRM4 antagonist	CHRM5 PAM	CHO-K1 Ca antag
c1ccc2c(c1)ccc1[nH]c3c(c12)CCCC3	-0.1	-5	-1	0	7	-2	-8	16	0
Cc1ccc2c(C(=O)CN3CC(C)CC(C)C3)c(C)[nH]c2c1 (stereo unspecified)	1.6	9	10	3	10	-2	-15	-3	-16
CCOC(=O)c1c(C)[nH]c(C(=O)CSc2nnc(Nc3ccccc3F)s2)c1C	0.2	24	6	1	3	-1	-2	-2	-2
O=C(Cn1cnc2c(OCc3ccccc3)ncnc21)NCCc1c[nH]c2ccccc12	2.1	-4	6	5	1	2	4	1	-5
CCOC(=O)Cc1cc(=O)n2[nH]c(-c3ccccc3)cc2n1	0.1	14	-5	0	-6	2	0	6	-6
COc1ccc(CN=C(C)c2c(C(F)(F)F)[nH]n(-c3nc4ccccc4s3)c2=O)cc1	-0.2	-5	0	0	6	2	0	-3	-2
CCCCC(CC(O)COCCC)c1n[nH]c(=S)n1-c1ccccc1 (stereo unspecified)	0.8	16	-3	8	10	1	-3	-4	-8
O=c1[nH]c(-c2ccccc2)nn1-c1ccc(Br)cc1Br	0.1	21	-14	1	-3	3	-7	-11	-10
COc1ccc(-n2c(SCC(=O)Nc3ccc(NC(C)=O)cc3)nc3c([nH]c4ccccc43)c2=O)cc1OC	1.3	9	11	0	6	-3	1	1	-3

Screening data: PubChem BioAssay, The Scripps Research Institute Molecular Screening Center
